BLM inh – blocks DNA unwinding by human BLM helicase; P54132; recombinant BLM DNA unwinding, fluorescence dequenching; Potency, µM (series often up to 56.1 µM), without a hit: at the highest dose activity change, negative = inhibition, actives largely listed as inhibitors; hit rate 0.2% among 350,000;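 also: potency is read from the fitted curve at half-maximal effect; plate controls were vehicle for no effect and no enzyme for full effect; nearly all actives have a fitted effect of over 35% in size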
Target sequence (P54132 whole entry, looked up): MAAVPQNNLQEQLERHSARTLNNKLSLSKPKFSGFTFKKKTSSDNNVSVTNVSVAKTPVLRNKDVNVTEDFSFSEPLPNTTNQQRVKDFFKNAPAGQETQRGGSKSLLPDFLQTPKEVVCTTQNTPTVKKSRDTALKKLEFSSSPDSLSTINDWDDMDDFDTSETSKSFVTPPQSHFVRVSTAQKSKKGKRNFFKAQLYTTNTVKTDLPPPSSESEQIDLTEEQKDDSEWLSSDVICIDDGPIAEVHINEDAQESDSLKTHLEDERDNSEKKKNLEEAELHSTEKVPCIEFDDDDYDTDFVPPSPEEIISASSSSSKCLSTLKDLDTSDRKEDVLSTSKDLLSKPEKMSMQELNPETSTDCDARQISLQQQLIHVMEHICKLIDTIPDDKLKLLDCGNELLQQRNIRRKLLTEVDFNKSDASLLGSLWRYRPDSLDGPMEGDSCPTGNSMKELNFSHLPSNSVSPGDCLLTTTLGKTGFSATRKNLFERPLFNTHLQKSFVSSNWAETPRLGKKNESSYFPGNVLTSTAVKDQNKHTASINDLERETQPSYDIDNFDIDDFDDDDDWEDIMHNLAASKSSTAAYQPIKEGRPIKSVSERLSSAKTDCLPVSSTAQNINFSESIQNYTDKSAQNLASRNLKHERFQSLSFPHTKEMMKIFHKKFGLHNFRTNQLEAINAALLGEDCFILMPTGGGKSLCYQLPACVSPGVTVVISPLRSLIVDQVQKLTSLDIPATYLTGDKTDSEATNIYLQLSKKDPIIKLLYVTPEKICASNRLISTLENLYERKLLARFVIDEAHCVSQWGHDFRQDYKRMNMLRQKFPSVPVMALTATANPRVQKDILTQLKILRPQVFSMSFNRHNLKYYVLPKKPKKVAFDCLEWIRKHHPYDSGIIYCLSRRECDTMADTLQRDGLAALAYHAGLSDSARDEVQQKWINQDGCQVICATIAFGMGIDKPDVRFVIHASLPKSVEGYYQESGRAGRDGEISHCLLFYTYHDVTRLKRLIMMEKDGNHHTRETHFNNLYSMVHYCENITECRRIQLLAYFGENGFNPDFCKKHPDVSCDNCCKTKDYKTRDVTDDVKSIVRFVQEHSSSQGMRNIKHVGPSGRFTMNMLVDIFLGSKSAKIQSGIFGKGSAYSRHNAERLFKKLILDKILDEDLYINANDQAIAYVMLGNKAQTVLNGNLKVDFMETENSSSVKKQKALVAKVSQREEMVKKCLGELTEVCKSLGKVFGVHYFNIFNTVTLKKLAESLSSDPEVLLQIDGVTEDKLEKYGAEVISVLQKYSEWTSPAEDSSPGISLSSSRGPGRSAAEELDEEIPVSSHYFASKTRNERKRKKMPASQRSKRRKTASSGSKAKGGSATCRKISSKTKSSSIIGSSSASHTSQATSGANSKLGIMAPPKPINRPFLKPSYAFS
POLH inh – inhibitors of human DNA polymerase eta | Q9Y253 | AID 588591 | recombinant Pol eta, fluorescent DNA replication assay | Potency, µM (series often up to 114 µM), inactives show top-dose activity change, negative = inhibition, most hits filed as inhibitors | hit rate 1.2% among 390,000; also: potency is read from the fitted curve at half-maximal effect; % is scaled to controls: 0 for no effect and ±100 for the full control effect
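Pol eta at 10 nM preincubated with compounds 15 min at room temperature; reaction started with fluorescent substrate (50 nM final) and read kinetically at 0 and 10 min.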
Pol kappa inh – blocks human DNA polymerase kappa activity | Q9UBT6 | purified Pol kappa, fluorescent DNA synthesis assay, 10 min | Potency, µM (highest dose often 107 µM), for the others: at the top dose activity, negative = inhibition, actives largely listed as inhibitors | hit rate 0.53% among 400,000 | AID 588579; also: potency is read from the fitted curve at half-maximal effect; % is scaled to controls: 0 for no effect and ±100 for the full control effect
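50 nM final substrate added after 15 min RT preincubation of 10 nM Pol kappa with compound; fluorescence read at 0 and 10 min.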
RXFP1 antag – antagonists of human relaxin receptor RXFP1. Q9HBX9. hit rate 0.59% among 350,000. HEK293-RXFP1, relaxin-stimulated cAMP HTRF, 30 min; hits give low values. activity change, negative = inhibition, % at 57.5 µM;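 active = activity change of -60% or lower, but not beyond a set lower limit; inconclusive = change between -60% and -40%, or beyond the set limit; inactive = change above -40%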; also: % is scaled to controls: 0 for no effect and ±100 for the full control effect
PGK inhibitor – inhibitors of T. brucei phosphoglycerate kinase; P07378; PGK/GAPDH coupled, Kinase-Glo luminescence, 60 min; Potency, µM (doses to about 57.5 µM), inactives show at the top dose activity change, negative = inhibition, actives largely listed as inhibitors; hit rate 0.043% among 380,000; AID 602233; also: potency is read from the fitted curve at half-maximal effect; % is scaled to controls: 0 for no effect and ±100 for the full control effect; nearly all actives have a fitted effect of over 60% in size
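Recombinant glycosomal PGK reaction used 1,3-bisphosphoglycerate generated in-well by GAPDH (100nM final) in 100mM TEA pH 7.6, 5mM MgCl2, 0.01% Tween-20. After 60 minutes at room temperature, ATP was read by Kinase-Glo Plus luminescence end-point.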
Apoferritin bind – candidate novel general anesthetic via apoferritin binding; Potency, µM (doses to about 77.5 µM), for the others: at the top dose activity change, negative = displacement, hits mostly inhibitors; apoferritin/1-aminoanthracene competitive binding, fluorescence; P02791; hit rate 0.074% among 350,000; also: potency is read from the fitted curve at half-maximal effect; % is scaled to controls: 0 for no effect and ±100 for the full control effect; nearly all actives have a fitted effect of over 20% in size
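Horse-spleen apoferritin (10 uM) was mixed with 50% saturated 1-aminoanthracene in PBS, exposed to compounds for 10 min at room temperature, and read for fluorescence (ex 380 nm, em 535 nm). Competitive displacement was fitted with a four-parameter Hill equation.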
POLI inh – blocks human DNA polymerase iota activity; Pol iota fluorescent replication assay, 10 min; hit rate 1% among 390,000; Potency, µM (titrated, usually from 115 µM), for the others: at the highest dose activity, negative = inhibition, usual class: inhibitors; Q9UNA4; also: potency is read from the fitted curve at half-maximal effect
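Fluorescent replication assay read twice, at 0 min and 10 min after adding 50 nM (final) substrate. Enzyme (10 nM) and compounds were first incubated 15 min at room temperature; enzyme-free buffer wells were negative controls.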
Pol beta inh – blocks human DNA polymerase beta activity; hit rate 1.3% among 340,000; P06746; Potency, µM (highest dose often 114 µM), inactives show top-dose activity change, negative = inhibition, most hits filed as inhibitors; Pol beta primer extension/strand displacement, fluorescence kinetic; also: potency is read from the fitted curve at half-maximal effect; % is scaled to controls: 0 for no effect and ±100 for the full control effect
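Preincubation: enzyme (10 nM) with compound, 15 min, RT. Reaction: substrate added to 50 nM final. Reads: 0 and 10 min. Analysis: normalized, Hill fit.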
APE1 inh – APE1 (human) endonuclease inhibition; recombinant APE1, TAMRA/BHQ-2 abasic DNA cleavage fluorescence; Potency, µM (top dose mostly 65.8 µM), for inactives: at the top dose activity change, negative = inhibition, actives largely listed as inhibitors; hit rate 0.35% among 350,000;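 also: potency is read from the fitted curve at half-maximal effect; plate controls were vehicle for no effect and reference inhibitor for full effect; nearly all actives have a fitted effect of over 55% in size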
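Incision of a quenched TAMRA/BHQ-2 THF abasic-site duplex (50 nM) by 0.75 nM APE1, after 15 min compound preincubation, measured as fluorescence increase over three 60 s reads. Values normalized to buffer, DMSO and NSC13755 control wells.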
* marks the source's active call; other numbers are inactive results; i = inactive; ? = inconclusive; · = not tested or not shown; [ ] = another dose, or the depositor's remark. Unless noted, calls follow the shape of the dose curve; as a rule, active = well fitted curve in the direction sought with a large enough effect; inconclusive = small, poorly fitted or top-dose-only effect, or another doubt; inactive = no such curve, though single readings can be large; an effect the other way counts as inactive or inconclusive. Some of the compounds tested. The share of hits here may be higher or lower than overall.

1) O=C(Nc1c2c(nn1-c1ccc(F)cc1)CS(=O)C2)c1ccco1 (stereo not drawn)
2) N#Cc1c2ccccc2nc2ccccc12
3) O=C(O)c1ccc(CSc2nnc(Cc3ccccc3)o2)cc1
4) CC(CC(=O)O)CC(=O)Nc1cc(C(F)(F)F)cc(C(F)(F)F)c1 (stereo not drawn)
5) CC(C)Oc1ccc(CNC(=O)C2=Cc3ccccc3OC2)cc1
6) COc1ccc(NC(=O)N(C)C[C@H]2Oc3ccc(NC(=O)Nc4c(C)noc4C)cc3C(=O)N([C@H](C)CO)C[C@@H]2C)cc1
7) O=C(Cc1ccc(NC(=O)C2CCCN(C(=O)C3CCCCC3)C2)cc1)Nc1cccc(C(=O)N2CCCCC2)c1 (stereo not drawn)
8) COc1ccc(CCN2CC(C(=O)N(C)Cc3ccc4nsnc4c3)CCC2=O)cc1 (stereo not drawn)
9) CCOc1cc(S(=O)(=O)NCCc2c(C)[nH]c3ccc(C)cc23)ccc1F
10) COc1ccc(/C=N/Nc2cc(OC)ncn2)cc1
compound no.,1,2,3,4,5,6,7,8,9,10
Pol beta inh,5%,3%,-3%,4%,-1%,·,·,21%,-17%,0%[57.1 µM]
BLM inh,-1%,2%,0%,0%,-4%,·,·,1%,-12%,-2%
RXFP1 antag,5,7,-6,-8,-5,·,·,-13,-9,2
Apoferritin bind,-2%,2%,-2%,-1%,?,·,·,-7%,-6%,77%[activator]
APE1 inh,2%,-2%,-2%,2%,·,16%,·,26%,·,?
Pol kappa inh,5%,-6%,-2%,-12%,-7%[60.1 µM],-1%,5%,-3%,-13%[60.1 µM],-9%
POLH inh,-12%,-11%,-2%,-9%,?,-18%,-24%,-23%,?,-7%
PGK inhibitor,0%,-3%,-5%,-5%,-3%,-2%,6%,1%,-6%,-13%
POLI inh,26%,?,2%,48%[activator],2%,8%,39%[activator],20%,-2%,7%

Part of the list above with just Apoferritin bind and POLI inh.
# | compound | Apoferritin bind | POLI inh
7 | O=C(Cc1ccc(NC(=O)C2CCCN(C(=O)C3CCCCC3)C2)cc1)Nc1cccc(C(=O)N2CCCCC2)c1 (stereo not drawn) | · | 39%[activator]
8 | COc1ccc(CCN2CC(C(=O)N(C)Cc3ccc4nsnc4c3)CCC2=O)cc1 (stereo not drawn) | -7% | 20%

Going on with the list:
11) O=C1/C(=N\S(=O)(=O)c2cccs2)C([n+]2ccc(CCCc3ccccc3)cc2)=C([O-])c2ccccc21
12) Cc1cc(C)n2cc(CSc3nncn3C)nc2n1
13) CC(C)CC(NC(=O)OCc1ccccc1)C(=O)NC(Cc1ccccc1)C(=O)CCl (stereo not drawn)
14) CNC(=S)N1C2CCCC1CC(NC(=O)c1ccc(F)cc1)C2 (stereo not drawn)
15) CCN(CC)C(NC(=O)c1ccccc1)C(=O)c1ccccc1 (stereo not drawn)
16) CCOc1c(Cl)cc(Cl)cc1CNCCSc1nnnn1C
17) CCc1c(O)nc(SCc2ccccc2)n(C(C)CC)c1=O (stereo not drawn)
18) O=[N+]([O-])c1cccc(C=NNc2ccc3ccccc3n2)c1O
19) O=S(=O)(CS(=O)(=O)c1ccccc1)c1ccccc1
20) COc1ccccc1N1CCN(C2CCCN(C(=O)c3ccnc4ccc(C)cc34)C2)CC1 (stereo not drawn)
compound no.,11,12,13,14,15,16,17,18,19,20
Pol beta inh,1%,13%,·,23%,44%,-18%,-1%,·,·,33%
BLM inh,-10%,-5%,·,-1%,-4%,-5%,-1%,·,·,-2%
RXFP1 antag,11,6,?,1,-13,·,15,-5,-2,-18
Apoferritin bind,?,-6%,·,-1%,-14%,-11%,-1%,·,·,-11%
APE1 inh,4%,10%,·,-5%,10%,·,-3%,·,·,7%
Pol kappa inh,-11%,-4%,-4%,-19%,-1%,-18%,-5%,-16%,2%,2%
POLH inh,0%,13%,-19%,-5%,-15%,-9%,-18%,-20%,-12%,-18%
PGK inhibitor,i,1%,-2%,0%,-5%,13%,4%,-3%,5%,i
POLI inh,173%[activator],39%[activator],8%,-15%,1%,7%,-5%[58.9 µM],17%,42%[activator],53%[activator]

21) COc1ccc(-c2cc(C(=O)Nc3c(C)nn(Cc4ccccc4Cl)c3C)no2)cc1
22) COc1ccc(C(=O)Nc2ccc(S(=O)(=O)NCc3ccco3)cc2)cc1OC
23) CCC(=O)c1ccc(OCC(=O)Nc2nc(-c3cccnc3)cs2)cc1
24) O=C(NCCC1=CCCCC1)C1CC(=O)N(Cc2ccccc2)C1 (stereo not drawn)
25) O=C(C[n+]1cccc(NC(=O)c2ccccc2)c1)c1ccccc1
26) CC(C)c1nnc(N2C(=O)c3oc4ccccc4c(=O)c3C2c2ccccc2F)s1 (stereo not drawn)
27) Cc1ccc(Cn2c(C)c(CNCc3ccccc3F)c(C(=O)O)c2C)cc1
28) COCCOc1ccc(C(F)(F)F)cc1NC(=O)COC(=O)c1ccc(N2CCCC2=O)cc1
29) CCC(Sc1nc(C)cc(=O)[nH]1)C(=O)Nc1sc2c(c1C#N)CCCC2 (stereo not drawn)
30) O=C(CSc1nnc(Cc2ccccc2)n1-c1ccc(Cl)cc1)N1CCOCC1
compound no.,21,22,23,24,25,26,27,28,29,30
Pol beta inh,42%,2%,·,31%,-4%,3%,7%,·,-6%,3%
BLM inh,-6%,-6%,·,0%,-6%,-8%,3%,·,-3%,0%
RXFP1 antag,-4,10,-9,-3,-11,-4,-12,0,-14,-24
Apoferritin bind,-21%,-7%,·,-3%,-4%,6%,-11%,·,7%,3%
APE1 inh,-1%,9%,-34%,1%,-1%,·,·,0%,1%,7%
Pol kappa inh,-24%,-16%,-31%,-1%,-7%,-2%,-1%,-14%,-5%[60.1 µM],15%
POLH inh,-4%,1%,13µM*,-13%,0%,-7%,0%,-11%,-1%,1%
PGK inhibitor,-2%,i,-15%,-3%,0%,7%,-6%,-4%,i,-4%
POLI inh,2%[58.9 µM],?,13µM*,25%,-3%,14%,10%,49%[activator],13%,17%

31) CCN(C(=O)c1ccc(S(=O)(=O)N2CCCCC2)cc1)C1CCS(=O)(=O)C1 (stereo not drawn)
32) Cc1ccc(Nc2nn3c(=O)c4cc5c(cc4nc3s2)OCO5)cc1Cl
33) COc1ccccc1N=Cc1c(C)c(C#N)c2[nH]c3ccccc3n2c1=O
34) Cc1cccc(CSC2=NCCN2C(=O)C2CC2)c1
35) CC(C)c1ccccc1-n1c(SCC(=O)c2ccc3c(c2)NC(=O)CO3)nc2ccccc2c1=O
36) Cc1cc(C)cc(NC(=O)C(Cc2ccccc2)NS(=O)(=O)c2ccc3c(c2)CCC(=O)N3)c1 (stereo not drawn)
37) O=C(c1ccc(CNc2c(NC3CCCCC3)c(=O)c2=O)cc1)N1CCc2ccccc21
38) O=C(OC(C(=O)NC1CCCCC1)c1ccccn1)c1cccs1 (stereo not drawn)
39) COC(=O)c1cc(S(=O)(=O)Nc2cccc(C)c2C)cn1C
40) CCOC(=O)c1c(NC(=S)Nc2cc([N+](=O)[O-])ccc2OC)sc2c1CCCCC2
compound no.,31,32,33,34,35,36,37,38,39,40
Pol beta inh,·,34%,-11%,37%,-9%,2%,3%,8%,21%,-7%
BLM inh,·,-3%,-7%,-1%,-5%,-3%,0%,-1%,-2%,-8%
RXFP1 antag,-17,·,-18,-10,-2,·,·,-19,·,·
Apoferritin bind,·,-5%,-14%,-15%,-16%,-18%,-14%,-11%,-13%,-7%
APE1 inh,19%,·,?,0%,-4%,·,12%,0%,2%,1%
Pol kappa inh,-6%,-2%,-1%,6%,-17%,-7%,1%,-4%,12%,·
POLH inh,-3%,-7%,-14%,-10%,-9%,-12%,-8%,2%,-6%,·
PGK inhibitor,-2%,10%,i,i,-3%,-2%,-4%,9%,-6%,·
POLI inh,32%[activator],-5%,19%,-8%,4%,21%,-19%,7%,-3%,·

Gathered by group: the compounds so far with an NH in an aromatic ring.
9) CCOc1cc(S(=O)(=O)NCCc2c(C)[nH]c3ccc(C)cc23)ccc1F
29) CCC(Sc1nc(C)cc(=O)[nH]1)C(=O)Nc1sc2c(c1C#N)CCCC2 (stereo not drawn)
33) COc1ccccc1N=Cc1c(C)c(C#N)c2[nH]c3ccccc3n2c1=O
compound no.,9,29,33
Pol beta inh,-17%,-6%,-11%
BLM inh,-12%,-3%,-7%
RXFP1 antag,-9,-14,-18
Apoferritin bind,-6%,7%,-14%
APE1 inh,·,1%,?
Pol kappa inh,-13%[60.1 µM],-5%[60.1 µM],-1%
POLH inh,?,-1%,-14%
PGK inhibitor,-6%,i,i
POLI inh,-2%,13%,19%

Next records follow.
41) COc1ccc(C(=O)Nc2ccc(C(=O)N3CCC(C)CC3)cc2)cc1OC
42) O=C(NCC1CCCO1)c1cc2ccccc2nc1Cl (stereo not drawn)
43) COc1ccc(-c2cc(C(F)F)n3ncc(C(=O)Nc4ccc(C(=O)N5CCOCC5)cc4)c3n2)cc1
44) CC1CN(C(=O)c2cc3cc([N+](=O)[O-])ccc3oc2=O)CC(C)O1 (stereo not drawn)
45) CCCCCCCCCC(=O)Nc1cccnc1
46) Cc1ccc(S(=O)(=O)c2ccc(-n3nc(C)cc3N)cc2)cc1
47) CC(=O)c1ccc(OCCCC(=O)N2CCN(S(=O)(=O)c3cc(C)ccc3C)CC2)cc1
48) Cc1ccc(S(=O)(=O)NCCC(=O)OCC(=O)N2CCCC2=O)cc1
compound no.,41,42,43,44,45,46,47,48
Pol beta inh,-2%,-1%,4%,2%,?,7%,·,·
BLM inh,-2%,3%,-11%,2%,-4%,-1%,·,·
RXFP1 antag,3,-1,5,-13,·,-2,-5,6
Apoferritin bind,-13%,0%,0%,-13%,?,-11%,·,·
APE1 inh,25%,-1%,2%,0%,-1%,-5%,3%,8%
Pol kappa inh,-6%,-4%,-18%,2%,·,-17%,-14%,-12%
POLH inh,-5%,-4%,10%,-25%,·,-6%,-19%,-2%
PGK inhibitor,i,-2%,-8%,i,·,4%,-4%,i
POLI inh,126%[activator],-15%,1%,61%[activator],·,-3%,84%[activator],70%[activator]

Screens as filed in PubChem BioAssay.
